Efflux pump inh – inhibitors of Candida antifungal efflux pumps expressed in yeast. S. cerevisiae Candida pump triplex, Nile Red efflux. actives 0.44% (n = 330,000). AID 485275. inhibition, % at 10 µM;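 active = plate passing quality check with inhibition over a set limit, or well fluorescence over plate mean plus 4 SD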;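 note: Nile Red retained in pooled yeast measured as flow cytometry median fluorescence; 0% = buffer negative control and 100% = Enniatin B positive control; higher means more Nile Red kept so more efflux inhibition; some compounds called inactive have numbers as strong as hits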
LAP4-GFP MLPCN – alters LAP4-GFP fluorescence in TOR pathway yeast screen. actives 0.34% (n = 320,000). GFP response vs DMSO, % at 10 µM. S. cerevisiae LAP4-GFP multiplex, flow cytometry GFP, 3 h; median GFP as percent of DMSO wells. AID 2023;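 active = GFP response vs DMSO above a set limit, about the screen mean plus 3 SD, cut at about 150% in these data; inconclusive = under 70 cell events counted for the yeast strain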
Yeast superoxide – lowers age-related superoxide in aged yeast cells | S. cerevisiae aged cells, superoxide DHE fluorescence; active compounds read low | superoxide response (% of plate mean), % at 10 µM | actives 0.18% (n = 330,000);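 active = superoxide response under a set limit, about three screen SD below normal, cut at about 65% in these data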;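 note: yeast aged for seven days with compound at 30 °C before DHE staining; 100% = average MFI of all compound-treated wells on the plate with controls excluded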
AHR act – activates the human aryl hydrocarbon receptor. P35869. AHR-responsive luciferase reporter cells, luminescence. activation, % at 5 µM. actives 2.5% (n = 320,000). AID 2796; in the data active = activation above about 47%;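 note: 0% = vehicle wells and 100% = reference agonist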
Target sequence (P35869 whole entry, looked up): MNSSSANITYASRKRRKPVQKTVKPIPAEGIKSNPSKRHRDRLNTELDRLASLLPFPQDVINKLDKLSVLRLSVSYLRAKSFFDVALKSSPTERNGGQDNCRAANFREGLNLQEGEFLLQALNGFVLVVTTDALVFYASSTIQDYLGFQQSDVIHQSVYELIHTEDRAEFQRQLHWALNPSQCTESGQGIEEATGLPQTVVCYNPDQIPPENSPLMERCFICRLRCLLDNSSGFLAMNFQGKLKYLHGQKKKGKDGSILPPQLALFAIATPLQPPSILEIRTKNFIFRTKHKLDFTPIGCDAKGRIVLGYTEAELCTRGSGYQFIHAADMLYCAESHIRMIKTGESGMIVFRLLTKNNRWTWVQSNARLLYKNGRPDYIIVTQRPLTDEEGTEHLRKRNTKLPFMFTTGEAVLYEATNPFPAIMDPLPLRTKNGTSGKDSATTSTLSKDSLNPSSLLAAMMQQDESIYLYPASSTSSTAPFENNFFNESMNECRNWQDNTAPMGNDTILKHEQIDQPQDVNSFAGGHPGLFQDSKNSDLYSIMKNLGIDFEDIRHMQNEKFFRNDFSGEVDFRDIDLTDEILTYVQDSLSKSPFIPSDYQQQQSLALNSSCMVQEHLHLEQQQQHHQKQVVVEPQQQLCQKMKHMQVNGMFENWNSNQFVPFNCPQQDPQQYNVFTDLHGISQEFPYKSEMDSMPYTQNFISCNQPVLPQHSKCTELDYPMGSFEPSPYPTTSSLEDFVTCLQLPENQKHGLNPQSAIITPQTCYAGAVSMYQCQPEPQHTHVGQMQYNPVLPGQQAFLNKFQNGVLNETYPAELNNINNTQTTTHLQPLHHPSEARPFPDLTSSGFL
MEP2 TOR yeast – alters MEP2-GFP fluorescence in TOR pathway yeast screen | GFP response vs DMSO, % at 10 µM | S. cerevisiae MEP2-GFP strain, flow cytometry GFP, 3 h; 100% = DMSO control level | actives 0.51% (n = 330,000) | AID 2016;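 active = GFP response versus DMSO above a set limit, roughly screen mean plus 3 SD, cut at about 180% in these data; inconclusive = fewer than 70 cells counted for a yeast strain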;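 note: median GFP fluorescence of the barcode-gated MEP2-GFP cells per well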
RPL19A TOR yeast – modulators of TOR pathway RPL19A-GFP in S. cerevisiae | percent response vs DMSO, % at 10 µM | S. cerevisiae RPL19A-GFP strain, flow cytometry, 3 h; active compounds read low | actives 0.3% (n = 330,000);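 active = percent response vs DMSO below 50%; inconclusive = fewer than 70 events counted for the yeast strain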;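 note: median channel GFP fluorescence of the barcoded RPL19A-GFP strain; ratio of sample median GFP to plate DMSO average so 100% = DMSO; lower means less RPL19A-GFP as with rapamycin TOR inhibition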
CIT2 TOR yeast – yeast TOR pathway CIT2-GFP modulation | S. cerevisiae CIT2-GFP strain, flow cytometry, 3 h; 100 means same as DMSO wells | GFP response vs DMSO, % at 10 µM | actives 0.065% (n = 320,000);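 active = GFP response relative to DMSO above a set limit, near the screen mean plus 3 SD, cut at about 150% in these data; inconclusive = Fewer than 70 cells measured for a yeast strain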;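 note: ratio of well median GFP fluorescence to mean of DMSO wells on the plate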
AGP1-GFP MLPCN – yeast TOR pathway AGP1-GFP modulation; S. cerevisiae AGP1-GFP multiplex flow cytometry, 3 h; GFP as percent of DMSO wells; GFP response vs DMSO, % at 10 µM; actives 0.02% (n = 320,000);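 active = GFP response relative to DMSO above a set limit, near screen average plus 3 SD, cut at about 150% in these data; inconclusive = fewer than 70 cells counted for the yeast strain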;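 note: median GFP channel fluorescence of the gated AGP1 strain per well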
* hit, by the source's call; ? = inconclusive; . = not tested or not shown.

SMILES | Efflux pump inh | LAP4-GFP MLPCN | Yeast superoxide | AHR act | MEP2 TOR yeast | RPL19A TOR yeast | CIT2 TOR yeast | AGP1-GFP MLPCN
C=CCn1c(SCC(=O)NNC(=O)Nc2cccc(Cl)c2)nnc1-c1ccccc1 | 0.1 | 99.2 | 99.6 | -0.8 | 98.0 | 102.1 | 88.9 | 102.0
COc1ccc(C2CC(=O)c3c(C)nc(N4CCN(c5ccccc5)CC4)nc3C2)cc1 (configuration not stated) | 0.0 | 94.1 | 110.2 | -4.8 | 97.8 | 94.2 | 106.5 | 104.4
COc1ccc(N(C(=O)c2ccco2)S(=O)(=O)c2cc(OC)ccc2OC)cc1 | 0.0 | 114.4 | 101.6 | 1.7 | 102.8 | 102.3 | 108.9 | .
COc1cc(C2c3[nH]c4ccccc4c3C[C@H]3C(=O)N(C4CC4)CC(=O)N23)ccc1OC(C)C (some centres not stated) | -0.1 | 84.8 | 101.4 | 9.8 | 102.8 | 101.9 | 98.2 | 93.6
COC(=O)c1ccc(S(=O)(=O)NCCc2ccccc2OC)n1C | 0.1 | 99.8 | 111.9 | 3.0 | 92.5 | 92.5 | 98.2 | 95.5
CCOC(=O)/C(=C\C=C1/Sc2ccccc2N1CC)C(C)=O | 0.1 | 106.2 | 129.6 | 53.4* | 100.0 | 89.4 | 94.8 | 86.8
COc1ccc(O)c(/C=N/N2CCCCC2)c1 | 0.1 | 99.9 | 94.9 | 0.9 | 104.6 | 97.2 | 108.2 | 103.7
Clc1ccccc1Cc1noc(CN2CCCCC2c2ccccn2)n1 (configuration not stated) | -0.1 | 97.9 | 83.8 | -1.3 | 100.2 | 91.7 | 91.7 | 94.1
CC1(C)CC(=O)CC(=NCC(=O)O)C1 | 0.0 | 93.5 | 93.4 | 0.7 | 104.3 | 96.2 | 99.5 | 103.1
COc1ccccc1C(=O)NNC(=O)c1sccc1-n1cccc1 | -0.1 | 104.2 | 102.7 | 31.7 | 105.4 | 97.4 | 111.7 | 75.9
COc1ccc(OC)c(NC(=O)C2CCN(S(C)(=O)=O)CC2)c1 | 0.2 | 91.8 | 110.0 | 1.0 | 95.0 | 95.8 | 94.1 | 93.2
Cc1ccc(C(=O)N/C(=C\c2ccc(-c3cccc([N+](=O)[O-])c3)o2)C(=O)NCCCN(C)C)cc1 | -0.1 | 90.7 | 104.3 | 8.9 | 103.2 | 102.0 | 109.6 | 102.7
NC(=O)[C@H]1CC2(CC(c3cccc(NC(=O)[C@H]4CCC(=O)N4)c3)=NO2)CN1C(=O)CC(c1ccccc1)c1ccccc1 (some centres not stated) | -0.2 | 124.6 | 106.6 | -2.2 | 97.9 | 104.0 | 109.4 | 90.6
CCOC(=O)C(Cc1ccccc1)NC(=O)CCc1c(C)nc2ncnn2c1C (configuration not stated) | 0.0 | 84.6 | 96.0 | -0.8 | 92.5 | 95.9 | 96.9 | 94.8
O=C(/C=C/c1cccc(Br)c1)c1ccc2c(c1)OCO2 | 0.2 | 121.1 | 84.5 | 15.4 | 98.3 | 88.5 | 94.0 | 90.5
Cc1cc(C)cc(C(=O)N/N=C/c2ccoc2)c1 | 0.1 | 103.5 | 97.0 | 10.4 | 101.8 | 102.2 | 104.5 | 106.8
CC1CCc2c(sc(N)c2C(=O)OC(C)C)C1 (configuration not stated) | 0.1 | 116.4 | 100.5 | 15.5 | 111.3 | 104.6 | 103.5 | 107.1
COc1ccccc1Cn1c(=S)[nH]c2cc(C(=O)N3CCC(C(N)=O)CC3)ccc2c1=O | 0.1 | 98.9 | 91.1 | 2.2 | 108.2 | 101.7 | 100.8 | 103.6
COc1ccc(-n2nc(C(=O)NCC(=O)N3CCCC(C)C3)c3ccccc3c2=O)cc1 (configuration not stated) | 0.0 | 102.9 | 99.2 | 0.1 | 87.1 | 98.5 | 92.9 | 98.1
O=C(Nc1ccccc1[N+](=O)[O-])c1cccc(N2C(=O)CCC2=O)c1 | 0.0 | 72.5 | 123.6 | 5.9 | 97.4 | 97.1 | . | 87.0
CCOC(=O)c1nn(-c2ccccc2)c(=O)cc1SC1CCCCC1 | -0.1 | 92.5 | 90.0 | 0.9 | ? | 86.5 | 80.4 | ?
CC(C)N(CC(O)COc1ccc(CC(N)=O)cc1)CC(O)COc1ccc(CC(N)=O)cc1 (configuration not stated) | 0.1 | 94.1 | 99.4 | -1.0 | 101.5 | 98.6 | 95.8 | 89.4
COc1ccc(F)cc1-c1nc(N)nc(N)n1 | 0.1 | 98.4 | 105.0 | 2.6 | 97.8 | 99.0 | 94.5 | 84.2
COc1cc(C(C)=O)ccc1OCC(O)Cn1nc(C)c(C(C)=O)c1C (configuration not stated) | 0.0 | 109.1 | 100.7 | -1.2 | 100.3 | 99.6 | 98.4 | 97.9
O=C(CN1CCN(c2ccc(F)cc2)CC1)N1N=CCC1c1ccccc1 (configuration not stated) | 0.0 | 91.8 | 77.9 | -0.4 | 100.0 | 99.0 | 94.7 | 105.7
CC(Sc1nnc2ccccn12)C(=O)Nc1ccc2c(c1)OCCO2 (configuration not stated) | -0.2 | 104.9 | 87.6 | 8.3 | 104.4 | 106.8 | 114.0 | 107.4
Cc1cc(C)nc(Nc2n[nH]c(-c3ccccc3C)n2)n1 | 0.0 | 103.5 | 80.0 | 87.3* | 103.2 | 98.3 | 94.1 | 94.8
Cc1ccc(OCC(=O)O/N=C(\N)c2cccnc2)cc1 | 0.1 | 115.9 | 104.7 | 12.7 | 94.8 | 95.2 | 77.0 | 86.7
O=C(NC(=O)N1CCN(c2cccc(Cl)c2)CC1)c1ccccc1 | -0.1 | 103.6 | 102.7 | 5.7 | 101.2 | 102.3 | 100.3 | 104.4
CC(C)OC(=O)c1cc2c(=O)[nH]c(C(Cl)(Cl)Cl)nc2o1 | -0.1 | 86.3 | 119.5 | -0.5 | 96.5 | 104.3 | 101.5 | 94.6
N#Cc1ccccc1OCC(=O)NC(=O)NCc1ccccc1 | 0.1 | 101.1 | 117.6 | 9.3 | 92.8 | 100.0 | 95.6 | 102.9
COc1ccccc1/C=C1\SC(=S)N(N2C(=O)CCCC2=O)C1=O | -0.1 | 106.4 | 76.7 | 1.6 | 100.6 | 76.3 | 74.4 | 99.3
Cc1ccc(-c2nc3ccccc3[nH]2)cc1NC(=S)NC(=O)c1ccccc1Br | 0.0 | 91.8 | 93.5 | 4.0 | 93.0 | 91.6 | 101.8 | 92.8
Cc1cc(C)n(-c2ccc(NC(=O)C3CCCCN3C(=O)c3cc(C)oc3C)cc2)n1 (configuration not stated) | 0.1 | 90.4 | 90.8 | 2.8 | 99.6 | 98.3 | 96.8 | 102.2
O=C(O)c1ccc2c3n(nc2c1)-c1ccc(Cl)cc1CO3 | -0.1 | 117.0 | 117.9 | 9.1 | 94.9 | 95.2 | 61.8 | 78.2
CN(C(=O)C1CCC(=O)N(C2CC2)C1)C1CCCCC1 (configuration not stated) | 0.1 | 81.9 | 93.3 | -1.5 | 95.8 | 103.9 | . | 99.1
CNC(=O)c1c(NC(=O)CS(=O)(=O)c2ccc(Cl)cc2)sc(C)c1C | 0.1 | 90.0 | 92.5 | -0.9 | 90.5 | 88.3 | 90.6 | 92.4
O=C(COC(=O)c1ccc2c(c1)OCCO2)Nc1cccc(S(=O)(=O)N2CCOCC2)c1 | 0.5* | 84.6 | 98.4 | 5.2 | 109.6 | 106.9 | 101.2 | 97.5
Cc1ccc(-n2nc3c(=O)n(CC(=O)NCCc4cccs4)nc(C)c3c2C)cc1 | -0.1 | 102.2 | 93.4 | 9.0 | 106.1 | 99.3 | 108.0 | 102.2
CC(=O)c1ccccc1OC(=O)COc1ccc([N+](=O)[O-])cc1 | 0.1 | 93.0 | 111.6 | 1.8 | 100.9 | 101.1 | 96.8 | 93.6
Cc1cccc(Nc2ncnc3c2cnn3C)c1 | 0.1 | 93.9 | 98.0 | 4.8 | 103.5 | 104.2 | 103.5 | 100.1
CCOc1cccc2sc(N(CCN(C)C)C(=O)c3ccc4c(c3)OCCO4)nc12 | 0.1 | 104.0 | 113.5 | 0.7 | 97.6 | 102.7 | 116.6 | 109.5
CC(C)n1nc(C(=O)Nc2nc3ccccc3[nH]2)c2ccccc2c1=O | 0.0 | 103.9 | 102.9 | 7.3 | 105.4 | 97.2 | 97.7 | 101.3
O=C(COC(=O)c1cccc(Cl)c1Cl)NCCN1C(=O)CSC1=O | 0.0 | 104.2 | 103.4 | -1.2 | 106.9 | 103.9 | 104.0 | 102.0
COc1ccc(-c2cc(-c3cccs3)c(C#N)c(SCC(=O)NCc3ccccc3OC)n2)cc1 | 0.1 | 93.3 | 115.8 | -3.6 | 109.4 | 102.0 | . | 103.0
Oc1oc(-c2cccc3ccccc23)nc1/C=N/c1nccs1 | -0.1 | 90.8 | 94.3 | 23.4 | 87.8 | 96.1 | 83.2 | 99.3
COc1ccc(NC(=O)COC(=O)c2cc(Cl)ccc2O)cc1S(=O)(=O)N1CCCCC1 | -0.1 | 108.2 | 103.3 | -1.2 | 105.3 | 101.6 | 105.8 | 112.1
Cc1ccc(C2Oc3ccccc3C3=C2C(c2cccs2)n2ncnc2N3)cc1 (configuration not stated) | -0.1 | 93.5 | 87.8 | 14.7 | 103.2 | 100.7 | 105.9 | 103.2
CC(C)OCCCN1CC(=O)N2[C@@H](Cc3c([nH]c4ccccc34)C2(C)C)C1=O | -0.1 | 102.6 | 87.5 | -0.7 | 90.4 | 93.7 | 96.2 | 96.4
Cc1cccc(/C=N/NC(=O)c2cccc(Cl)c2)n1 | 0.0 | 94.9 | 124.2 | -2.5 | 96.1 | 96.6 | 94.6 | 93.4
Cc1c(/C=N/NC(=O)c2cccs2)c2ccccc2n1Cc1ccccc1Cl | 0.0 | 107.4 | 105.9 | 11.1 | 101.7 | 97.9 | 104.3 | 101.9
O=C(NN=C1C2CC3CC1CC(Cl)(C3)C2)c1cccs1 | -0.1 | 97.0 | 106.6 | 21.6 | 110.2 | 102.3 | 102.1 | 99.6
CN(C1CCCCC1)S(=O)(=O)c1ccc(NC(=O)C2CCCCC2C(=O)O)cc1 (configuration not stated) | 0.0 | 83.1 | 98.7 | 1.2 | 87.3 | 91.2 | 98.8 | 83.3
O=C(NCCc1ccccc1)c1ncn[nH]1 | 0.2 | 103.9 | 91.5 | -0.3 | 108.3 | 99.1 | 99.6 | 99.9
Cc1ccc(N(CC(=O)NC2CCCC2)C(=O)CCC(=O)Nc2nccs2)c(C)c1 | 0.0 | 103.0 | 88.8 | 1.7 | 108.1 | 108.0 | 113.7 | 110.2
CCOC(=O)c1c(C)c(C(=O)Nc2ccc(N(C)C)cc2)c(C)n1CC | -0.1 | 109.4 | 80.6 | 8.4 | 98.6 | 98.0 | 91.7 | 94.3

A second format for 3 compounds above:
Order of values: Efflux pump inh | LAP4-GFP MLPCN | Yeast superoxide | AHR act | MEP2 TOR yeast | RPL19A TOR yeast | CIT2 TOR yeast | AGP1-GFP MLPCN
> Cc1c(/C=N/NC(=O)c2cccs2)c2ccccc2n1Cc1ccccc1Cl
    0.0 | 107.4 | 105.9 | 11.1 | 101.7 | 97.9 | 104.3 | 101.9
> O=C(NN=C1C2CC3CC1CC(Cl)(C3)C2)c1cccs1
    -0.1 | 97.0 | 106.6 | 21.6 | 110.2 | 102.3 | 102.1 | 99.6
> CN(C1CCCCC1)S(=O)(=O)c1ccc(NC(=O)C2CCCCC2C(=O)O)cc1 (configuration not stated)
    0.0 | 83.1 | 98.7 | 1.2 | 87.3 | 91.2 | 98.8 | 83.3

Assay outcomes deposited in PubChem by several laboratories.
